Wnt bcat act: activators of Wnt/beta-catenin signaling; Wnt/beta-catenin reporter cell assay, activator, plate reader; activation, % at 9.35 µM; 300,000 compounds, 1.2% hits; in the data active means activation above about 30%, passing the limit was not always enough;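 further: 0% = neutral control wells and 100% = positive control wells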
* marks the source's active call; other numbers are inactive results.

SMILES | Wnt bcat act
CC(C)CN(C(=O)Cn1nnc(-c2ccc(Cl)cc2)n1)C1CCS(=O)(=O)C1 (centres undefined) | -3
CS(=O)(=O)Nc1ccc2c(c1)[C@@H]1C[C@@H](CC(=O)NCc3cccnc3)O[C@H](CO)[C@@H]1O2 | -4
Cc1c(C)n(CC(O)CSc2ccccc2)c2ccccc12 (centres undefined) | -2
O=C(Cn1c(=O)oc2cccnc21)Nc1ccc(C(F)(F)F)cc1 | 0
CC(=O)N1CCN(c2ccc(N3CCN(C(C)=O)[C@H](C)C3)c(C)c2)[C@@H](C)C1 | -2
CCCCNc1cccc2c1S(=O)(=O)N[C@@H](C)CO2 | -1
CCO[C@H]1C[C@@H](c2ccc(CC)cc2)N(S(=O)(=O)c2ccc(C)cc2)C2CC(c3ccc(CC)cc3)N(S(=O)(=O)c3ccc(C)cc3)CC21 (some centres undefined) | -2
C=CCNc1ncnc2c1ncn2[C@H]1CN(Cc2ccccc2)C[C@@H](CO)O1 | 0
Cn1c(N)c(C(=O)COC(=O)c2cc(C(F)(F)F)nc3ccccc23)c(=O)n(C)c1=O | -2
COC(=O)C1=C(C)N(Cc2ccccc2C(F)(F)F)C(=NCc2ccccc2C(F)(F)F)NC1c1cccc(F)c1 (centres undefined) | -14
COCOCCn1cc(CN2CCS(=O)(=O)N(Cc3ccc(-c4ccncc4)cc3)C(C(C)C)C2=O)nn1 (centres undefined) | -2
O=C(Nc1c(-c2ccc3c(c2)OCO3)[nH][nH]c1=O)c1cccc(C(F)(F)F)c1 | -2
Cc1cccnc1NC(=O)c1ccc(S(=O)(=O)N2CCCC2)cc1 | 0
CC1(C(=O)NS(=O)(=O)c2ccc(Cl)cc2)CCN1C(=O)C1(c2ccc(Cl)cc2)CCC1 (centres undefined) | -5
COc1cc(C#N)ccc1OCC(=O)Nc1cccc(S(=O)(=O)N(C)c2ccccc2)c1 | 5
COc1ccc(-c2ccc(C(=O)NCc3cccs3)c3occc23)c(C)c1 | 1
Nc1nc2ncccc2cc1C(=O)NCCc1cccs1 | -4
COc1ccc(C(=O)C=Cc2ccc(OCc3ccccc3)c(OC)c2)cc1OC | 2
C[C@H](O)[C@@H]1CN2CCc3ccc(-c4ccc5c(c4)OCO5)cc3[C@@H]2C[C@@H]1N(C)Cc1ccccc1 | -3
COc1ccc(-c2ccc3c(n2)CCCN3S(=O)(=O)c2ccc(F)cc2)cc1 | -2
CN1C(=O)[C@@]2(O[C@H]3C=CC=CN3C3=C2C(=O)CCC3)c2cc([N+](=O)[O-])ccc21 | 8
Cc1ccc(Cn2cc(CN(C)C3CN(Cc4cn(Cc5ccc(C)cc5)nn4)S(=O)(=O)C3)nn2)cc1 (centres undefined) | -4
CC(C)(C)OC(=O)N1CCN(C(=O)c2[nH]c(C(F)(F)F)nc2-c2ccccc2)CC1 | -2
O=C(NCc1ccccc1)[C@@H]1CCCN1C(=O)[C@@H]1CCCN1C(=O)c1cccc2ccccc12 | -4
COc1cccc(C(=O)Nc2ccc3c(c2)OC[C@H](C)N(CCc2ccccc2)C[C@@H](C)[C@@H](OC)CN(C)C3=O)c1 | -1

Five entries out of the list above, ordered by the number in Wnt bcat act, ascending.
canonical_smiles	Wnt bcat act
CC1(C(=O)NS(=O)(=O)c2ccc(Cl)cc2)CCN1C(=O)C1(c2ccc(Cl)cc2)CCC1 (centres undefined)	-5
CC(C)CN(C(=O)Cn1nnc(-c2ccc(Cl)cc2)n1)C1CCS(=O)(=O)C1 (centres undefined)	-3
COc1ccc(-c2ccc3c(n2)CCCN3S(=O)(=O)c2ccc(F)cc2)cc1	-2
C=CCNc1ncnc2c1ncn2[C@H]1CN(Cc2ccccc2)C[C@@H](CO)O1	0
COc1ccc(-c2ccc(C(=O)NCc3cccs3)c3occc23)c(C)c1	1

The results go on.
SMILES | Wnt bcat act
CCOC(=O)C(=CNc1nc2ccc(C(=O)OCC)cc2s1)C(=O)OCC | 2
CCCN1C(=O)c2n[nH]c(C(C)C)c2C1c1cccc(C(F)(F)F)c1 (centres undefined) | 3
O=C1NC(Cc2ccccc2)c2nc3ccc(F)cc3c(=O)n2-c2ncccc21 (centres undefined) | 0
CN(C1=NS(=O)(=O)N=C(N(C)c2ccccc2)O1)c1ccccc1 | 0
O=S(=O)(c1ccccc1)n1cc(-c2cccc3nccn23)c2ccccc21 | 1
CCCCNC(=O)c1c(N)[nH]c(C(=O)c2ccccc2)c1-c1ccc(Cl)cc1 | -3
CC(C)OC(=O)c1ccc2ccc(-c3ccccc3)nc2c1 | 24
CS(=O)(=O)c1ccc(C(=O)OCC(=O)N2CCOCC2)cc1[N+](=O)[O-] | -7
COc1ccccc1-c1cnc(C(O)c2ccc(CN3CCCC3)cc2)[nH]1 (centres undefined) | -4
COc1ccccc1-c1cnc(C(O)c2ccc(Cl)c(Cl)c2)[nH]1 (centres undefined) | -2
COCCCNc1ccn2nc(-c3cccc(OCc4ccccc4)c3)cc2n1 | -1
Nc1[nH]c(C(=O)c2ccccc2)c(-c2ccc3ccccc3c2)c1C(=O)NCc1ccc(F)cc1 | 0
COc1cc2nnn(-c3ccncc3)c2cc1OC | 7
c1ccc(Cc2c(-c3ccco3)nc3c4ccccc4ccn23)cc1 | 21
Clc1cccc(-c2nc3ccc(Br)cn3c2Cc2ccsc2)c1 | 0
COC(=O)[C@]12C[C@H](CC(=O)N3CCC(c4ccccc4)CC3)C(=O)N(Cc3ccc4c(c3)OCO4)C1=C[C@H](C(C)(C)C)O[C@@H]2C | -13
Cc1ccc([C@H]2C[C@@H](n3cc(COC(=O)c4ccccc4)nn3)[C@H](O)CN2Cc2cccs2)cc1 | 0
CN(C)c1cccc(CNC(=O)c2ccc3sc([C@H]4C[C@H](O)[C@@H](CO)O4)nc3c2)c1 | -2
N#Cc1ccc(NC(=S)N2CCC3CC2c2cc(-c4ccc5c(c4)OCO5)ccc23)cc1 (centres undefined) | -2
CCCN(CCC)Cc1cc(=O)oc2cc(C)c(Cl)cc12 | -1
CCc1ncn(CCc2ccccc2OC)c1C(C)C | -3
CC(=O)Nc1nn(CC(C)C)c2nc3ccc(C)cc3cc12 | -1
CC(C)COC(=O)N(C)C[C@H]1OCc2cn(nn2)CCCC(=O)N([C@@H](C)CO)C[C@@H]1C | 0
CC1(Oc2ccc(Cl)cc2)CCN(Cc2csc3ccccc23)C1 (centres undefined) | -1
COC(=O)[C@H]1C[C@H](OC(=O)NCc2ccc(OC)c(OC)c2)[C@@]2(O)CN(S(=O)(=O)c3ccc(C)cc3)CC2[C@H]1C(=O)OC (some centres undefined) | 1

Overlap with the part before: four compounds; new compounds follow.
SMILES | Wnt bcat act
CC(=O)Nc1nn(CC(C)C)c2nc3ccc(C)cc3cc12 | -1
CC(C)COC(=O)N(C)C[C@H]1OCc2cn(nn2)CCCC(=O)N([C@@H](C)CO)C[C@@H]1C | 0
CC1(Oc2ccc(Cl)cc2)CCN(Cc2csc3ccccc23)C1 (centres undefined) | -1
COC(=O)[C@H]1C[C@H](OC(=O)NCc2ccc(OC)c(OC)c2)[C@@]2(O)CN(S(=O)(=O)c3ccc(C)cc3)CC2[C@H]1C(=O)OC (some centres undefined) | 1
CSCCC(c1nc2ccccc2[nH]1)n1c(=O)c(-c2cc3ccccc3[nH]2)nc2ccccc21 (centres undefined) | -1
Clc1ccc(-c2cccc3nccn23)cc1 | 2
COC(=O)[C@]12CCCCC=C1N(Cc1cccc3ccccc13)C(=O)[C@H](CC(=O)N1CCN(C(=O)c3ccco3)CC1)C2 | -3
CN(C)CCCNS(=O)(=O)c1ccc(N2CCC(c3ccc(Cl)cc3)=N2)cc1 | 2
CC(C)[C@H](NC(=O)C1CC1)C(=O)N1CCC[C@H]1C(=O)NCc1ccccc1 | 5
COC(=O)[C@]12C[C@H](CC(=O)NCc3cccc(C(F)(F)F)c3)C(=O)N(CCC3=CCCCC3)C1=C[C@H](C(C)(C)C)O[C@@H]2C | -17
C[C@@H]1CN([C@H](C)CO)C(=O)CCCn2nncc2CO[C@H]1CN(C)C(=O)OCc1ccccc1 | -2
OC[C@@H]1CN(Cc2ccc(Cl)cc2)C[C@H](n2cnc3c(Nc4ccccc4)ncnc32)O1 | -1
COc1cccc(C(=O)O)c1OS(=O)(=O)c1ccc(C)cc1 | -3
Cc1ccc(Sc2ccc(NC(=O)CCl)cc2)c(C)c1 | -1
Cc1c(C(=O)NCc2ccc(C#N)cc2)sc(=O)n1Cc1ccccn1 | -1
O=C(O)c1ccc(N2C(=O)c3ccccc3C2=O)cc1[N+](=O)[O-] | -6
OCc1nc2ccccc2n1CCCc1ccccc1 | -1
CCCCOC(=O)CCCN1C(=O)/C(=C2\SC(=S)N(CCCC(=O)OCCCC)C2=O)SC1=S | -2
COCC(=O)N(C)[C@H]1C[C@H]2c3[nH]c4c(-c5ccccc5)cccc4c3CCN2C(=O)[C@H]1[C@H](C)O | 0
COC(=O)c1c(C)oc(C)c1S(=O)(=O)N(C)C1CCCCC1 | 0
CCCCc1c(-c2ccccc2OC)ncn1Cc1cccc(C)c1 | -5
O=[N+]([O-])c1ccccc1SNc1ccccc1 | 0
COc1ccc(-c2coc3c(C(=O)NCC(C)C)cccc23)c(C)c1 | 1
O=C(C1CCCO1)N1CCN(C(=O)C23CC4CC(CC(C4)C2)C3)CC1 (centres undefined) | -2
O=C(C(=O)N1CCC(CNS(=O)(=O)c2ccc(C(F)(F)F)cc2)CC1)c1cc2ccccc2o1 | -6
COc1cc(CN2C(=O)C(C)ON=C2c2cccs2)cc(OC)c1 (centres undefined) | 3
O=C(Nc1cccc(-c2ccc(N3CCOCC3)nn2)c1)c1cccc(Cl)c1 | 35*
CCS(=O)(=O)N1CCN(C(=O)c2ccc3nc(C)c(N(C)C(=O)CCc4ccccc4)n3c2)CC1 | 0
CCN(CC)C(=O)c1ncn2c1C(=O)N[C@H](C)C2 | -2
The listing continues.
SMILES | Wnt bcat act
Cc1c(-c2ccccc2)nnn1-c1ccc(F)c(Cl)c1 | 3
CN(CCc1ccccc1)C(C(=O)Nc1ccc2c(c1)OCCO2)C1CC1 (centres undefined) | -1
COc1ccc(NC(=O)C2(C)Cc3c(-c4ccc(C(N)=O)cc4)ccnc3O2)cn1 (centres undefined) | -4
Cc1cccc(C(=O)OCC(=O)N2c3ccccc3CC2C)c1C (centres undefined) | 2
COc1ccc(Cl)cc1NC(=O)CN1C(=O)C(=O)N(C2CCCC2)C1=O | 1
Cc1ccc(F)cc1C(=O)N1CCCC(c2cc(C(=O)Nc3ccccc3Cl)no2)C1 (centres undefined) | -5
O=C1Nc2ccccc2N(C(=O)c2ccc(-c3ccccc3)cc2)C1c1nc2ccccc2[nH]1 (centres undefined) | -1
COc1ccc(Br)c(Cn2c(C)c(C(=O)NCc3cccc([N+](=O)[O-])c3)sc2=O)c1 | -2
CCOc1ccc(OCC(=O)N2CCN(S(=O)(=O)c3ccccc3)CC2)cc1 | -1
COC(=O)C1=C(C)N(C)C(=NCc2ccc(OC)cc2)NC1c1ccc(Cl)cc1 (centres undefined) | -4
CCCC1NC(=O)c2cc3ccccc3cc2-n2c1nc1ccc(F)cc1c2=O (centres undefined) | -2
O=c1oc(-c2ccc(Cl)c(Cl)c2)nn1-c1ccc(C(F)(F)F)cn1 | 5
COc1cccc(COC(=O)Nc2ccccc2)c1OC | 4
COC(=O)c1ccc2nc(-c3cccc(Br)c3)c(Cc3cccc(Cl)c3)n2c1 | -1
O=S1(=O)CC(N2CCCC2)CN1Cc1cn(Cc2ccc(C(F)(F)F)cc2)nn1 (centres undefined) | -6
COc1ccc(CCC(=O)c2ccc(OC)cc2)cc1 | 6
CCC(=O)Nc1ccc2c(c1)OC[C@@H](C)N(C(=O)c1ccccn1)C[C@@H](C)[C@@H](OC)CN(C)C2=O | -3
Fc1ccc(COc2ccc(-c3nnco3)cc2)cc1 | 7
O=C(NCc1cccnc1)c1cc(C2CCCN(C(=O)c3ccccn3)C2)on1 (centres undefined) | -1
CCCCCC(=O)NN1C(=S)N(c2ccc(OC)cc2)C(=O)C1CC(=O)Nc1ccccc1 (centres undefined) | -2
Cc1ccc(S(=O)(=O)N2C3CCCCC3O[C@H]2CC(=O)c2ccc(F)cc2)cc1 (some centres undefined) | -2
Cc1ccc(OC(=O)N(C)C[C@@H]2OCc3cn(nn3)CCCC(=O)N([C@H](C)CO)C[C@H]2C)cc1 | -2
O=C(Nc1ccc(Nc2ccccc2)cc1)c1ccccc1 | 29
O=C(COC(=O)c1cc(S(=O)(=O)N2CCCCC2)ccc1Cl)NC1CCCCC1 | 0
C[C@H](CO)N1C[C@H](C)[C@@H](CN(C)C(=O)NC2CCCCC2)OCc2cn(nn2)CCCC1=O | -1
(listing goes on)
SMILES | Wnt bcat act
Cc1ccc(NC(=S)NC(=O)c2cncc(Br)c2)c(C)c1 | -3
CC(=O)c1cccc(-c2csc3ncnc(Sc4nnnn4C)c23)c1 | -9
COc1ccc(S(=O)(=O)N2CCOC2CNC(=O)C(=O)NCc2ccccn2)cc1OC (centres undefined) | -2
COc1ccc(NC(=S)N2CCC3CC2c2c(Cl)cccc23)c(OC)c1 (centres undefined) | -6
COc1ccccc1-c1nnc(NC(=O)C2CCCN2S(=O)(=O)c2cccs2)o1 (centres undefined) | 0
Cc1ccc(-c2nn(CCC(=O)NN3CCOCC3)c(=O)c3ccccc23)cc1 | -4
COc1ccc(NC(=O)c2cc(C3CCCCN3C(=O)c3ccccc3)on2)c(C)c1 (centres undefined) | -1
O=C(NC(CC(=O)N1CCN(c2ccccc2)CC1)c1ccccc1)c1ccccc1 (centres undefined) | -2
CCOC(=O)[C@]12CCC=C1N(Cc1ccc(Cl)cc1Cl)C(=O)[C@H](CC(=O)NCc1cccc3ccccc13)C2 | -7
Cc1c(NC(=O)CSc2nnc(-c3ccncc3)n2C)c(=O)n(-c2ccccc2)n1C | 0
Cn1ccc2c(N(Cc3ccccc3)Cc3ccccc3)cc3c(c21)C1CCC3O1 (centres undefined) | -4
Cc1cc(C)nc(Nc2nc(C(N)c3ccccc3)cs2)n1 (centres undefined) | -1

Pulled one by one from above:
SMILES | Wnt bcat act
Cc1cc(C)nc(Nc2nc(C(N)c3ccccc3)cs2)n1 (centres undefined) | -1
COc1ccc(NC(=O)c2cc(C3CCCCN3C(=O)c3ccccc3)on2)c(C)c1 (centres undefined) | -1

Screens from PubChem BioAssay.

Only part of the results is shown. The share of hits here may be higher or lower than overall.
